# B2AR arrestin ag – ADRB2 beta-arrestin recruitment; P07550; HTLA Tango cells, beta-arrestin recruitment, luciferase luminescence, 18 h; Potency, µM (titrated, usually from 46.1 µM), without a hit: at the top dose activation, hits mostly activators; 44,000 tested, under 10 active; AID 1347077;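 further: potency means the concentration at half of the fitted maximal effect; 0% = DMSO and full agonism = EC100 isoproterenol or metaproterenol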
# Target sequence (P07550 whole entry, looked up): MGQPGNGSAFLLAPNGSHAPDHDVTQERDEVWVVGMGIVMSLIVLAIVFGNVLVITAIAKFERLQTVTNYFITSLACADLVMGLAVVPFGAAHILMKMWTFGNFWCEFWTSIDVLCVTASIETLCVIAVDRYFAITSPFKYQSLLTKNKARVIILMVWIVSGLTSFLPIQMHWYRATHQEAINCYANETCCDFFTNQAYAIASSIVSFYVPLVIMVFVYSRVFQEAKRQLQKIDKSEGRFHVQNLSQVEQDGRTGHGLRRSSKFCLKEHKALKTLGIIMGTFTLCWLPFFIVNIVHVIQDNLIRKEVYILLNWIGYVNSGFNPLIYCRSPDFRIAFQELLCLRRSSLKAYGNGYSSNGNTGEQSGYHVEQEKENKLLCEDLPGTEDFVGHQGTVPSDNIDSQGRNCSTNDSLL
#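 Receptor–beta-arrestin recruitment read by tTA-responsive luciferase: compound titrations (up to 46 µM) incubated 18 h with Tango cells, then luminescent substrate 15 min at room temperature. Concentration-response fits classified by r2, efficacy and activity.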
# NTMT1 inh – blocks human N-terminal methyltransferase 1 activity; Q9BV86; NTMT1 MTase-Glo SAH luminescence, purified enzyme; Potency, µM (doses to about 114 µM), for inactives: at the top dose activity change, negative = inhibition, usual class: inhibitors; hit rate 2.5% among 59,000; AID 1645870;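 further: potency means the concentration at half of the fitted maximal effect; plate controls were DMSO vehicle for no effect and no enzyme for full effect; nearly all actives have a fitted effect of over 65% in size; many of its hits are not listed in these tables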
# Target sequence (Q9BV86 whole entry, looked up): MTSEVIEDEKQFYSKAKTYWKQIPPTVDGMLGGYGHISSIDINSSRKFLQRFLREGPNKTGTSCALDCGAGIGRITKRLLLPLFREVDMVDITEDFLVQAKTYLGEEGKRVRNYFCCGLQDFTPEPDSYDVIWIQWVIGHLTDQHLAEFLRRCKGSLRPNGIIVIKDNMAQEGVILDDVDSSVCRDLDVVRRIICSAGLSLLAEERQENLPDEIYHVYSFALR
# GALK inhibitor – inhibitors of human galactokinase (GALK); P51570; recombinant GALK, Kinase-Glo ATP luminescence, 1 h; Potency, µM (series often up to 57.5 µM), for the others: at the highest dose activity, negative = inhibition, usual class: inhibitors; 44,000 tested, under 10 active;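 further: plate controls were full GALK reaction for no effect and reaction lacking GALK for full effect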
#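 Luminescent ATP-depletion readout (Kinase-Glo Plus) after 1 h room-temperature incubation of human GALK (5 nM) with galactose 100 µM and ATP 35 µM, pH 8.0 HEPES/Mg2+ buffer; compounds tested in qHTS format.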
# p53null 39C kill – selectivity test: cytotoxicity in p53 null cells, nonpermissive temperature; Potency, µM (highest dose often 46.1 µM), for the others: top-dose activity, negative = cell killing, hits mostly cytotoxic; hit rate 0.97% among 55,000; H1299 p53-null (neo) cells, 39C, ATPlite viability, 24 h; AID 904;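 further: potency means the concentration at half of the fitted maximal effect; 0% = DMSO only and -100% = full killing by 100 µM tamoxifen; nearly all actives have a fitted effect of over 50% in size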
#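 Temperature-shift cytotoxicity format: compound titrations on p53-null or A138V-expressing H1299 cells held 24 hr at 39C, cell ATP then measured, AC50 from Hill model.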
# FH mod – Identification of activators of human fumarate hydratase by quantitative high-throughput screening; Fumarate hydratase, mitochondrial (Homo sapiens), P07954; FH coupled MDH/diaphorase resazurin fluorescence, 15 min; Potency, µM (doses to about 79.9 µM), inactives show top-dose activity change, negative = inhibition, actives largely listed as inhibitors; hit rate 0.22% among 54,000; AID 1347055, 2019; further: potency means the concentration at half of the fitted maximal effect; on the % scale 0 is the no-effect control and ±100 the full control effect; the screen sought activators but most active calls are inhibition curves; nearly all actives have a fitted effect of over 45% in size
# TSG101-PTAP inh – inhibitors of HIV-1 PTAP binding to human TSG101, validation. Q99816. Fluorescence polarization, FITC-PTAP peptide/Tsg101, 20 min. Potency, µM (top dose mostly 115 µM), for inactives: at the highest dose activity change, negative = inhibition, actives largely listed as inhibitors. 44,000 tested, under 10 active; further: potency means the concentration at half of the fitted maximal effect; 0% is about no effect
# Target sequence (Q99816 whole entry, looked up): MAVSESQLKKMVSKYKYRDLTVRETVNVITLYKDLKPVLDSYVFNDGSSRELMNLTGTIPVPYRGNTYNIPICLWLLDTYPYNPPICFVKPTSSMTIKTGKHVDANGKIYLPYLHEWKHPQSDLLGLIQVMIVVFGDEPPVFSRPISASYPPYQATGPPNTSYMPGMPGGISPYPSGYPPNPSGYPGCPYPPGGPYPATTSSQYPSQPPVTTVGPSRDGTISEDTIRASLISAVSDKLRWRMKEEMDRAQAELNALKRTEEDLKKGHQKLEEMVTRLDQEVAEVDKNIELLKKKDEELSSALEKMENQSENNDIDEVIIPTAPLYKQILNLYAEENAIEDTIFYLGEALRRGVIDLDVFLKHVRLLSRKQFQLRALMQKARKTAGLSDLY
#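 The Tsg101 binding domain, at 10 uM final, is mixed with compound and a FITC peptide bearing the PTAP motif (50 nM final). After 20 min at r.t., polarization is measured; actives defined by CRC class, efficacy cut-off 60% inhibition.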
# p53null 32C kill – selectivity test: cytotoxicity in p53 null cells, permissive temperature | H1299-neo p53 null cells, ATP luminescence, 24 h, 32C | Potency, µM (titrated, usually from 46.1 µM), for the others: at the top dose activity change, negative = cytotoxicity, hits mostly cytotoxic | hit rate 0.62% among 55,000 | AID 903;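 further: potency means the concentration at half of the fitted maximal effect; 0% = DMSO only and -100% = full killing by 100 µM tamoxifen; nearly all actives have a fitted effect of over 55% in size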
#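 AC50 values derive from Hill modelling of qHTS concentration-response data (up to 46 uM) in H1299-neo cells. Cells were treated 24 h at 32C following overnight attachment at 37C; viability was read as cellular ATP.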
# * = called active by the depositor; ? = inconclusive; . = no result given; [ ] = dose if it differs, or a comment. The call rests on the fitted dose curve; in most records, active means well fitted curve in the direction sought with a large enough effect; inconclusive means small, poorly fitted or top-dose-only effect, or another doubt; inactive means no such curve, though single readings can be large; an effect the other way counts as inactive or inconclusive. An excerpt; rates above refer to the full screens.
# Value order: B2AR arrestin ag	NTMT1 inh	GALK inhibitor	p53null 39C kill	FH mod	TSG101-PTAP inh	p53null 32C kill
- CCN1CCSc2ccc(C(=O)NCc3cccc(Br)c3)cc21
    0.8%	6.2%	-7.1%	6.9%	-11.6%	-5.6%	9.4%
- NS(=O)(=O)c1ccc(NC(=O)C2Cc3ccccc3N2C(=O)c2ccccc2)cc1 (centres undefined)
    0.0%	1.6%	0.8%	-3.8%	-6.4%	-0.1%	4.4%
- COc1ccc(N2CC(NC(=O)/C=C\c3ccc4c(c3)OCO4)CC2=O)cc1OC (centres undefined)
    -3.3%	1.1%	-6.0%	1.9%	0.5%	-2.9%	13.7%
- Cc1cc(C)c(NC(=O)CCCN2C(=O)COc3ccc(C)cc32)c(C)c1
    -2.9%	4.2%	-2.4%	2.5%	-4.1%	-1.1%	2.1%
- O=C(NCCS(=O)(=O)N1CCN(c2ccccc2F)CC1)C1CC(=O)N(c2ccccc2)C1 (centres undefined)
    0.2%	9.8%	-4.6%	-8.7%	3.9%	-0.1%	4.5%
- CCc1ccc(-n2c(=O)c3ccc(C(=O)NCCc4ccccc4)cc3n(CC(N)=O)c2=O)cc1
    0.7%	8.6%	-2.5%	17.4%	7.5%	-0.2%	5.6%
- CCCc1cc(=O)[nH]c(SCc2nc(-c3ccc(OCC)cc3)no2)n1
    0.9%	5.7%	-1.5%	2.1%	-9.2%	-2.2%	-3.1%
- COc1ccc2[nH]cc(CCN=C(NC(=O)c3cccc(Cl)c3)Nc3nc(C)cc(C)n3)c2c1
    -1.8%	22.2%	-2.8%	1.6%	-15.4%	-5.3%	13.5%
- O=C(CSc1nc(=O)[nH]c2c1CCCC2)NCc1ccc(F)cc1
    -1.1%	7.6%	-5.4%	1.0%	-4.5%	-2.6%	6.4%
- COc1ccc(C)cc1NC(=O)c1ccc2c(SCC(=O)O)c3c(nc2c1)CCCC3
    0.3%	?	0.0%	-14.6%	-9.6%	0.5%	1.6%
- Cc1ccc2c(c1)N(C(=O)Nc1cccc(C)c1C)CCO2
    0.1%	8.2%	-5.3%	-10.2%	0.4%	-6.6%	14.1%
- CC(=O)Nc1cccc(-c2nnc(SCC(=O)c3ccc([N+](=O)[O-])cc3)o2)c1
    0.9%	14.4%	9.0%	-10.3%	-14.2%	0.4%	-0.6%[9.22 µM]
- COc1ccc(CCNC(=O)CCc2c(C)c3cc4c(C)coc4c(C)c3oc2=O)cc1OC
    -1.2%	89.1µM*	0.2%	-1.8%	-6.4%	-0.6%	-14.2%
- COc1ccc(N2C(=O)CSC23C(=O)N(Cc2ccc(C)cc2)c2ccccc23)cc1Cl (centres undefined)
    10.1%	-7.1%	-0.1%	26.7%	-26.8%	0.3%	24.2%
- Cc1ccccc1C(=O)NCc1nc2cccnc2n1Cc1ccccc1
    -1.5%	-7.8%	2.5%	-2.0%	0.4%	-7.2%	-7.7%
- COc1ccc(-n2nc(C(=O)N3CCN(c4ccc(F)cc4)CC3)c3c4ccccc4n(C)c3c2=O)cc1
    0.8%	1.8%	0.5%	1.6%	-5.9%	2.1%	1.0%
- Cc1cccc(C(=O)Nc2ccc(S(=O)(=O)N3CCC(c4nc5ccccc5s4)CC3)cc2)c1
    -1.8%	11.3%	0.4%	-3.2%	-1.8%	-5.2%	-2.1%
- CCOC(=O)Cn1c(=O)oc2cc(S(=O)(=O)N3CCN(c4ccc(Cl)cc4)CC3)ccc21
    1.0%	-20.0%	0.0%	-6.2%	-19.0%	3.3%	2.2%
- CCN(CC)c1ccc(NC(=O)CN2CCN(CC(=O)Nc3ccc(Cl)cc3)CC2)cc1
    0.4%	-10.6%	1.7%	21.5%	-17.5%	1.9%	-2.8%
- CCN1CCN(C(c2cccc(F)c2)c2c(O)cc(C)n(CCOC)c2=O)CC1 (centres undefined)
    -0.6%	-7.1%	0.9%	-0.8%	8.6%	-2.8%	-4.5%
- COc1ccc(S(=O)(=O)c2cn(C)c3cc(N4CCCCCC4)c(F)cc3c2=O)cc1
    -0.2%	-1.2%	-3.3%	-3.0%	-25.8%	-2.3%	-2.2%
- CCOc1ccc(C2C(C(=O)OC)=C(C)NC3=C2C(=O)c2ccccc23)cc1OC (centres undefined)
    -1.0%	-7.9%	0.0%	4.9%	0.3%	-2.9%	-3.9%
- CCCCS(=O)(=O)c1oc(-c2cccs2)nc1S(=O)(=O)c1ccc(F)cc1
    -0.2%	-3.4%	-3.1%	55.2%[activator]	-21.6%	0.2%	22.5%
- COc1ccc(Cn2ccc3nc(C)c(C(=O)Nc4cc(OC)c(OC)c(OC)c4)cc3c2=O)cc1
    -0.1%	2.9%	-0.4%	1.3%	?	0.2%	-7.0%
- COc1ccc(S(=O)(=O)N2CCC(c3nc4ccccc4s3)CC2)cc1OC
    -1.7%	2.7%	2.0%	6.7%	6.8%	-2.7%	-0.1%
- Cc1ccc(CSC2=Nc3ccccc3C3=NC(CC(=O)NC4CCCCC4)C(=O)N23)cc1 (centres undefined)
    ?	-8.1%	-4.1%	33.0%[activator]	-23.0%	-1.2%	3.2%
- Cc1ccc(-n2c(C)nc3c(cnn3-c3ccccc3C)c2=O)cc1F
    -1.9%	2.6%	-2.5%	-11.6%	-4.2%	1.1%	13.4%
- Cn1c(=O)c2c(nc(NCCc3ccccc3)n2Cc2cccc(Br)c2)n(C)c1=O
    0.9%	11.2%	0.0%	0.6%	-19.9%	1.3%	-8.0%
- Cn1c(=O)c2c(-c3ccccc3)n3c(c2n(C)c1=O)C(c1ccc([N+](=O)[O-])cc1)Nc1ccccc1-3 (centres undefined)
    -1.7%	.	-10.2%	16.4%	.	3.0%	0.1%
- CCCCN(CCCC)C(=O)c1cc2c(=O)n3cccc(C)c3nc2s1
    0.3%	2.9%	-2.5%	?	?	-9.0%	7.1%
- Cc1ccc(CNC(=O)c2c[nH]n3c(=O)c(Cc4ccc(F)cc4Cl)c(C)nc23)cc1
    0.8%	-5.2%	0.4%	40.8%[activator]	?	-12.6%	37.2%[activator]
- Cc1ccc(C(=O)N2CCC(C)CC2)cc1NC(=O)c1nsc2ccccc12
    -0.8%	-2.3%	0.9%	106.0%[activator]	-18.1%	1.8%	26.6%
- CC(C)(C)OC(=O)N1CCC(c2nnc(SCc3ccccc3)o2)CC1
    -0.2%	45.4%[activator]	-0.8%	-9.1%	-6.3%	-3.4%	7.7%
- Cc1cc(C)c(NC(=O)Cn2ccn(-c3cccc(Cl)c3)c(=O)c2=O)c(C)c1
    -0.8%	6.7%	2.8%	-16.3%	2.0%	-2.6%	-2.7%
- CCCCCCC(=O)Nc1cc2nc3c(nc2cc1C)c(=O)n(C)c(=O)n3C
    -1.7%	-2.7%	5.0%	11.8%	-10.5%	-1.6%	-4.6%
- CCOc1ccc(NC(=O)Cc2ccc(NC(=O)N3CCCCc4ccccc43)cc2)cc1
    1.1%	-1.4%	-1.9%	-15.1%	-16.1%	-2.4%	-3.1%
- O=C(NCCSc1c[nH]c2ccccc12)c1ccc(Cl)cc1
    1.0%	-1.6%	4.1%	-4.1%	?	-7.1%	0.5%
- COc1ccc(CNC(=O)CN2N=C(c3ccc(Cl)cc3)CCC2=O)cc1
    0.8%	1.4%	1.9%	6.6%	-7.8%	-17.9%	8.3%
- O=c1n(Cc2ccccc2Cl)c2ccccc2c2nc(-c3ccccc3)nn12
    -0.4%	-2.7%	6.6%	-4.3%	-12.6%	0.1%	-5.3%
- COc1ccccc1C(=O)NC(=O)Nc1ccc(-n2nc(C(F)(F)F)cc2C(F)(F)F)cc1
    -0.2%	1.9%	-0.4%	1.8%	-2.2%	-5.0%	4.3%
- CCC(CC)C(=O)Nc1nnc(S(=O)(=O)N2c3ccccc3CC2C)s1 (centres undefined)
    -0.2%	-3.4%	-10.4%	-16.9%	-16.0%	-0.7%	-26.3%
- COc1ccc(-n2nc(C(=O)Nc3ccc(Br)cc3C)c3c4ccccc4n(C)c3c2=O)cc1
    0.8%	11.3%	7.7%	-6.0%	13.0%	-1.7%	6.2%
- COc1ccc2c(c1)CC(NC(=O)Nc1cc(Cl)ccc1OC)CO2 (centres undefined)
    -0.1%	6.3%	-0.2%	9.9%	-7.7%	1.0%	6.9%
- COc1ccc(-c2cc(C(F)(F)F)nc(SCC(=O)N3CCCCC3)n2)cc1OC
    -0.6%	1.6%	0.0%	?	-0.7%	3.5%	-6.5%
- Cc1ccc2c(c1)c1c(c(=O)n(Cc3ccccc3)c(=O)n1Cc1ccccc1F)n2C
    0.0%	17.9%	2.3%	8.7%	1.1%	-4.9%	-1.7%
- COc1ccccc1N1CCN(CCCNC(=O)c2nnc(Cc3ccc(F)cc3Cl)o2)CC1
    0.3%	-18.6%	1.5%	-7.8%	-6.8%	-5.3%	1.4%
- CC(C)OCCCNC(=O)c1ccc(CSc2nc3cccnc3n2Cc2ccccc2)cc1
    3.4%	13.1%	0.6%	5.2%	-17.4%	-0.5%	-19.9%
- Cc1ccccc1-c1ncnn1-c1sc2c(c1C#N)CCCCC2
    5.0%	?	-1.6%	?	-18.9%	0.0%	?
- CCOc1ccc(OCC)c(NC(=O)c2cnc(SC)nc2-c2ccccc2)c1
    0.0%	-6.6%	-3.2%	-0.6%	-28.1%	0.1%	-10.0%
- Cc1cccc(CSc2nc3ccncc3n2Cc2ccc(C(=O)O)cc2)c1
    0.2%	1.1%	0.1%	-9.6%	4.1%	-2.4%	-19.5%
- CCOC(=O)N1CCC(NC(=O)c2cnn(-c3ccc(C)cc3)c2-n2cccc2)CC1
    -0.1%	.	1.9%	24.7%	.	3.7%	-2.1%
- Cc1ccc(NC(=O)c2oc3ccc(S(=O)(=O)N4CCCCC4)cc3c2C)cc1C
    -0.4%	-5.2%	0.4%	5.8%	0.5%	-1.5%	-4.2%
- COc1ccc(Nc2ncc(C(=O)Nc3cccc(Cl)c3)c3ccccc23)cc1
    0.8%	?	5.2%	-2.3%	-29.9%	-2.0%	4.3%
- COc1ccc2cc(CNc3ccc(OC)c(OC)c3)c(=O)n(CC(=O)Nc3ccc(C)cc3)c2c1
    0.2%	4.5%	-0.3%	11.2%	?	0.1%	-3.3%

# Complete entries, looked up by structure.
# Cc1ccccc1C(=O)NCc1nc2cccnc2n1Cc1ccccc1 across the screens: B2AR arrestin ag = -1.5%; NTMT1 inh = -7.8%; GALK inhibitor = 2.5%; p53null 39C kill = -2.0%; FH mod = 0.4%; TSG101-PTAP inh = -7.2%; p53null 32C kill = -7.7%
# CCOC(=O)Cn1c(=O)oc2cc(S(=O)(=O)N3CCN(c4ccc(Cl)cc4)CC3)ccc21 across the screens: B2AR arrestin ag = 1.0%; NTMT1 inh = -20.0%; GALK inhibitor = 0.0%; p53null 39C kill = -6.2%; FH mod = -19.0%; TSG101-PTAP inh = 3.3%; p53null 32C kill = 2.2%
